# APJ antagonist: APJ receptor antagonism. P35414. CHO-K1 APJ beta-arrestin complementation, luminescence. inhibition, % at 20 µM. 0.32% of 330,000 active;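 active means inhibition above about 40% at 20 µM, limit read from the data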;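 further: cells challenged with 10 nM apelin-13 agonist together with compound; plate controls were apelin-13 plus DMSO wells for no effect and DMSO wells lacking apelin-13 for full effect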
# Target sequence (P35414 whole entry, looked up): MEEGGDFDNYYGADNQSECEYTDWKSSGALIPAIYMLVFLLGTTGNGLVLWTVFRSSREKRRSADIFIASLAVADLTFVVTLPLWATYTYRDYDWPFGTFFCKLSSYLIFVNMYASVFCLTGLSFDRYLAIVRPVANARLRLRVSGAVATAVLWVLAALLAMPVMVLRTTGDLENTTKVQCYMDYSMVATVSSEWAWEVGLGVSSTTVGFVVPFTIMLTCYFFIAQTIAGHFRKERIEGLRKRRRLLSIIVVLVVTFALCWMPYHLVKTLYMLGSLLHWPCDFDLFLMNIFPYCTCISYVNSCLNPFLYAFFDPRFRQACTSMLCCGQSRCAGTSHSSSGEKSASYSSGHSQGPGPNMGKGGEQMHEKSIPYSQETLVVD
# tim10-1 inh: growth inhibitors of tim10-1 mutant yeast | S. cerevisiae tim10-1 ts strain growth, BacTiter-Glo, 24 h | inhibition, % at 20 µM | 2.2% of 330,000 active;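 active means inhibition of at least 40%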;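 further: mutant grown at 25 °C; 0% = DMSO wells with yeast and 100% = wells holding no yeast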
# CHOP UPR activ: apoptotic UPR (CHOP) activation; CHO-CHOP luciferase reporter, luminescence; percent of tunicamycin response over DMSO baseline; activation, % at 10 µM; 0.34% of 330,000 active; AID 449763;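 active means at 10 µM dose, activation of 40% or more, normalized to positive control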;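 further: 100% = tunicamycin at 10 µg/mL and 0% = DMSO alone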
#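 System: CHO CHOP reporter cells. Amount: 500 cells per well. Buffer or medium: F12 medium, 10% FBS. Compound dosing: one dose, 10 µM in 0.5% DMSO. Incubation: 6 h compound exposure at 37 °C after overnight seeding. Technique: Steady-Glo luciferase luminescence. Benchmarks: tunicamycin and DMSO controls.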
# tim23-1 inh: tim23-1 yeast growth inhibition; S. cerevisiae tim23-1 growth, BacTiter-Glo luminescence, 24 h; inhibition, % at 20 µM; 1.3% of 330,000 active; AID 463212;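 active means growth inhibition of the mutant yeast at or above 50%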;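 further: temperature-sensitive mutant grown at 25 °C; plate controls were DMSO-treated mutant yeast for no effect and medium wells lacking yeast for full effect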
# TIM10 inh: inhibits growth of TIM10 yeast strain | 1.4% of 330,000 active | S. cerevisiae TIM10 strain growth, BacTiter-Glo luminescence, 24 h | inhibition, % at 10 µM;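 active means inhibition of 40% or more at the single tested concentration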;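 further: wild-type TIM10 isogenic control strain grown at permissive 25 °C; 0% = DMSO yeast wells and 100% = minimal medium wells without yeast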
# CXCR6 inh: inhibitors of human CXCR6 receptor | AID 602244 | 0.36% of 360,000 active | CHO-K1 PathHunter CXCR6 beta-arrestin, luminescence | inhibition, % at 20 µM | O00574; in the data active means inhibition above about 34%, passing the limit was not always enough;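 further: antagonist mode with CXCL16 agonist at 10 nM final; 0% = 10 nM CXCL16 with DMSO and 100% = unstimulated wells without agonist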
# Target sequence (O00574 whole entry, looked up): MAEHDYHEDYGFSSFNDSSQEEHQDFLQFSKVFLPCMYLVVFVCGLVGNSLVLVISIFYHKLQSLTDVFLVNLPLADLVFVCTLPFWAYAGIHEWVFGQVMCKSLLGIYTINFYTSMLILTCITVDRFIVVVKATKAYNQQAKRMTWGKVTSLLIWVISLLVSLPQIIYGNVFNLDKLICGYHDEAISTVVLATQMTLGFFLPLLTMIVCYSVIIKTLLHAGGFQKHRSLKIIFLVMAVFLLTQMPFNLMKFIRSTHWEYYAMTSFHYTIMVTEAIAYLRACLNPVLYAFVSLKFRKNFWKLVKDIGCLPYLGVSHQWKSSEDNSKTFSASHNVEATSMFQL
# Mdm2 MdmX PPI: inhibitors of human Mdm2/MdmX interaction; O15151+Q00987; AID 485346; SaOS-2 split-luciferase Mdm2/MdmX complementation, luminescence; 3% of 330,000 active; inhibition, % at 8 µM;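 active means inhibition of at least 50% at 8 µM in the primary screen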
# APJ ag: agonists of human APJ apelin receptor; P35414; activation, % at 20 µM; 0.11% of 330,000 active; CHO-K1 APJ PathHunter beta-arrestin, luminescence; 0% DMSO wells, 100% apelin;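 active means activation more than six SD over the plate average, tested at 20 µM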;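 further: 0% = DMSO alone and 100% = apelin-13 at 10 nM; some results filed as inactive read as strong as hits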
#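 Test system: CHO-K1 APJ beta-arrestin complementation cell line | Compound: Single test compound dose, 20 µM final, 1% DMSO | Incubation: Compound 90 min 25 °C, reagent 1 h | Measured by: beta-gal luminescence | Read-out basis: APJ–arrestin association signal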
# XBP1 UPR activ: activators of adaptive arm of unfolded protein response (XBP1); activation, % at 20 µM; 0.33% of 330,000 active; CHO-XBP1 luciferase reporter, IRE1-XBP1 UPR activation, luminescence; percent of tunicamycin response, DMSO as zero; AID 463104;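 active means versus positive control, 20 µM dose yields 30% or more activation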;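 further: 100% = tunicamycin at 10 µg/mL and 0% = DMSO only wells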
#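 Signal: luciferase luminescence; Assay system: CHO-XBP1 luciferase reporter cells; Amount: one thousand reporter cells per well; Dosing: 20 µM single concentration, DMSO 1%; Benchmarks: high control tunicamycin 10 µg/mL final, low control DMSO vehicle only; Schedule: 6 h compound exposure at 37 °C, 5% CO2; Evaluation: percent activation relative to tunicamycin reference.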
# An asterisk follows results filed as active.
SMILES,APJ antagonist,tim10-1 inh,CHOP UPR activ,tim23-1 inh,TIM10 inh,CXCR6 inh,Mdm2 MdmX PPI,APJ ag,XBP1 UPR activ
COc1ccc(NC(=O)c2sc(=S)[nH]c2N)cc1,-6,10,2.2,22,14,8,-33,7,-2
Cc1ccc(NC(=O)c2ccc(S(=O)(=O)N3CCOCC3)cc2)nc1,-2,1,-0.8,14,0,2,-12,-4,4
Cc1ccc2c(c1)N(CC(=O)NCCc1ccccc1)C(=O)c1cccnc1O2,-49,-29,0.8,-18,-12,5,14,-2,1
C=C(C)CC1N(c2cccc(OC)c2)C(=O)C2C(C(=O)O)C3C=CC21O3 (stereo unspecified),-40,3,0.1,7,6,3,-22,-2,2
Cc1ccc(C2=NS(=O)(=O)N(C)C(C(=O)N3CCOCC3)=C2)cc1,-3,9,1.2,5,3,-2,-23,-7,-1
COc1ccc(/C=C/C2=CC(C)(C)NC(=S)N2)cc1OC,6,11,0.5,-20,16,2,8,-2,-1
CCOC(=O)c1cc2occc2n1CCCN1C(=O)c2ccccc2C1=O,6,18,0.8,17,1,3,-1,-1,-3
CCc1ccccc1NC(=O)CNC(=O)CNC(=O)Cc1ccccc1,11,4,0.0,24,6,-7,-12,7,-1
COc1cc2c(cc1OC)C1=NC(=O)CN1C(SCc1ccc(C)cc1)=N2,3,3,3.2,13,6,4,36,-1,-1
COc1cccc(CN(C(=O)c2ccco2)C2CCS(=O)(=O)C2)c1 (stereo unspecified),-14,3,3.1,6,1,-2,7,-3,-10

# The last two records of the section before are carried over, then new ones follow:
SMILES,APJ antagonist,tim10-1 inh,CHOP UPR activ,tim23-1 inh,TIM10 inh,CXCR6 inh,Mdm2 MdmX PPI,APJ ag,XBP1 UPR activ
COc1cc2c(cc1OC)C1=NC(=O)CN1C(SCc1ccc(C)cc1)=N2,3,3,3.2,13,6,4,36,-1,-1
COc1cccc(CN(C(=O)c2ccco2)C2CCS(=O)(=O)C2)c1 (stereo unspecified),-14,3,3.1,6,1,-2,7,-3,-10
CN(C1CCS(=O)(=O)C1)S(=O)(=O)c1cccc2nsnc12 (stereo unspecified),-4,-16,-0.5,1,-12,-3,3,2,-1
COc1ccc(-c2oc3ccccc3c2C(=O)OCc2ccc(O)cc2)cc1,5,28,-1.4,-4,-12,-4,24,12,-5
CC(C)CNC(=S)NC(=O)c1ccc(Cl)cc1Cl,6,39,4.9,18,55*,-12,-51,-3,3
CCOC(=O)C1CCCN(C(=S)Nc2ccc(C)cc2C)C1 (stereo unspecified),-3,27,0.5,10,25,3,10,-1,-2
Cc1nn(-c2ccccc2)c(C)c1S(=O)(=O)O,-4,-7,-1.2,5,0,-10,3,-3,-3
O=C(Nc1c[nH]c(=O)[nH]c1=O)c1cc([N+](=O)[O-])cc([N+](=O)[O-])c1,-30,5,-2.5,7,-19,-17,-19,0,-1
O=C(CC1C[C@H](C(=O)N2CCCCC2)[C@@]2(CCc3ccccc3)c3[nH]c4ccccc4c3CCN2C1=O)NCc1ccco1 (stereo partly specified),3,10,6.4,15,8,15,52*,-3,1
CCN(Cc1ccncc1)C(=O)C1CCC(=O)N(Cc2ccc(Cl)cc2)C1 (stereo unspecified),-16,-8,2.4,-20,-5,-1,10,-4,-4
COc1ccc(CN(Cc2cccnc2)S(=O)(=O)c2ccc(-n3cnnn3)c(C)c2)cc1OC,-1,5,0.1,-5,-4,1,11,-5,2
O=C1Nc2ccc(S(=O)(=O)NCCCO)c3cccc1c23,-12,-2,1.6,-2,-2,-4,-18,-1,-3
C=CCOc1cccc(/C=C2\C(=O)N(Cc3ccc(C)cc3)C(C)=C2C(=O)OC)c1,19,36,18,25,31,13,-24,-3,4
COc1ccc(C(=O)N(Cc2nc(-c3ccc(C)cc3)no2)C(C)C)cc1OC,13,28,1.1,29,2,3,27,-6,3
CC(Sc1nncn1C)C(=O)Nc1ccc(N2CCCCC2)cc1 (stereo unspecified),-3,-6,0.0,-8,3,-6,-5,-4,0
CCOC(=O)c1ccc(NC(=O)c2nc[nH]c2C(=O)N[C@@H](C)C(=O)OC(C)(C)C)cc1,-1,22,0.9,31,0,12,4,-8,-3
COc1ccc(CC(=O)OCc2cc(=O)n3cc(Br)ccc3n2)cc1OC,-4,11,-0.2,12,16,1,6,0,-3
COC(=O)c1cccc(NC(=O)CN2C(=O)C3CCCCC3C2=O)c1 (stereo unspecified),4,-7,0.9,-1,-5,3,9,-2,2
CC(C)(C)OC(=O)N1CCOCCOCCNCCOCCOCC1,9,-16,0.0,-5,3,8,23,-5,0
O=C(O)C1CCN(C(=O)CSc2nnc3ccccn23)CC1,-8,-15,-2.0,-8,2,-6,10,-3,-3
Cc1ccc(C2C(C(N)=S)=C(N)OC3=C2C(=O)CC(C)(C)C3)cc1 (stereo unspecified),34,5,0.3,25,4,-1,17,-7,-2
O=C(NCCCO)c1ccc(CSc2nc3ccccc3[nH]2)cc1,8,-13,0.3,-6,-11,2,-7,-2,-4
Nc1c(C(=O)Nc2ccc(F)cc2)sc2nc(-c3ccco3)ccc12,-8,31,4.5,46,49*,-1,-23,2,0
C=CCn1c(CNc2ccccc2)nnc1SCC(=O)N/N=C/c1ccc(O)cc1O,2,8,1.6,0,-2,-2,29,0,-1
COC(=O)C1=C(C)NC(=O)/C1=C/c1ccc(CNS(=O)(=O)c2ccc(C)cc2)o1,6,22,-1.6,15,7,6,-1,-3,-2
CC1(C)CC(=O)C=C(NC2=CC3OC(c4ccccc4)OCC3OC2=O)C1 (stereo unspecified),21,68*,17,59*,59*,2,70*,-3,-3
COc1ccc(C(=O)Nc2nc3ccccc3[nH]2)cc1OC,3,15,4.4,1,-3,-4,-49,0,2
O=C(O)CCc1nn2c3ccccc3n(CC(=O)c3ccccc3)c2nc1=O,16,6,2.1,18,-20,-8,-7,-4,0
COc1ccc(CN2CCN(CCCCOc3ccc(Cl)cc3)CC2)c(OC)c1OC,18,9,-0.6,1,9,-11,14,-3,0
CN(C)S(=O)(=O)Oc1ccccc1C(=O)Nc1cccc(C(F)(F)F)c1,-4,31,-0.2,23,-4,-4,25,-2,0
C/C(CCc1ccc2c(c1)OCO2)=N\NC(=O)c1ccccc1,-2,2,0.1,18,-7,4,24,-9,-3
Cc1ccc(NC(=O)C(=O)NCCOc2ccc(Cl)cc2)c(C)c1,-12,5,0.1,-10,-6,-11,19,-3,-1

# Brought forward from above: 5 compounds, then new ones.
SMILES,APJ antagonist,tim10-1 inh,CHOP UPR activ,tim23-1 inh,TIM10 inh,CXCR6 inh,Mdm2 MdmX PPI,APJ ag,XBP1 UPR activ
O=C(O)CCc1nn2c3ccccc3n(CC(=O)c3ccccc3)c2nc1=O,16,6,2.1,18,-20,-8,-7,-4,0
COc1ccc(CN2CCN(CCCCOc3ccc(Cl)cc3)CC2)c(OC)c1OC,18,9,-0.6,1,9,-11,14,-3,0
CN(C)S(=O)(=O)Oc1ccccc1C(=O)Nc1cccc(C(F)(F)F)c1,-4,31,-0.2,23,-4,-4,25,-2,0
C/C(CCc1ccc2c(c1)OCO2)=N\NC(=O)c1ccccc1,-2,2,0.1,18,-7,4,24,-9,-3
Cc1ccc(NC(=O)C(=O)NCCOc2ccc(Cl)cc2)c(C)c1,-12,5,0.1,-10,-6,-11,19,-3,-1
CCOc1ccc(NC(=O)Nc2ccc3nccnc3c2)cc1,9,-14,3.6,3,5,-7,8,2,2
Cc1cccc(C(=O)N2CCCN(C(=O)c3cccc(C)c3)CC2)c1,-4,16,3.8,13,4,-18,4,-2,0
Nc1cccc(-c2nc3cc(S(=O)(=O)c4ccc5oc(-c6cccc(N)c6)nc5c4)ccc3o2)c1,-18,2,57*,-28,-35,-3,40,2,50*
CCn1c2ccccc2c2cc(NC(=O)c3ccc(=O)oc3)ccc21,-4,12,3.9,15,7,0,34,1,19
COCCNC(=S)N(CCc1c(C)[nH]c2ccc(OC)cc12)Cc1cccnc1,7,12,0.2,9,1,0,4,-1,1
Cc1cccnc1Nc1nc(-c2ccc(O)cc2)cs1,-29,57*,5.7,75*,31,-4,-171,3,6
CCOc1ccc(N2Nc3n[nH]c(N)c3N2)cc1,-17,6,2.5,5,-9,0,20,6,3
CC(=O)Nc1ccc(S(=O)(=O)NC2(C(F)(F)F)C(=O)NC(C)=C2C#N)cc1 (stereo unspecified),4,7,-0.4,11,-6,-7,4,-1,-1
CCCCS(=O)(=O)Nc1ccc(C(=O)NCC2CCCO2)cc1 (stereo unspecified),15,-9,-0.3,-3,-2,-3,7,-7,1
COC(=O)CNC(=O)CNC(=O)c1nn(-c2ccc(OC)c(Cl)c2)c(=O)c2ccccc12,12,21,1.8,21,-4,0,-5,1,-3
CCCN1CCN(CCCNC(=O)Cn2nc(-c3ccc(C)cc3)ccc2=O)CC1,-9,3,-2.1,5,-5,7,8,-4,-4
Cc1ccc(O)c(NC(=S)NC(=O)Cc2ccc(Cl)cc2)c1,-11,-6,-0.7,6,-2,-16,11,5,52*
CCCCOc1ccc(C(=O)N(Cc2ccco2)C2CCS(=O)(=O)C2)cc1 (stereo unspecified),18,18,-1.6,16,1,4,1,7,-1

# Screening data (PubChem)

# Only part of the results is shown; rates above refer to the full screens.
